mcGAS RapidFire: inhibitors of Mus musculus cyclic GMP-AMP synthase, initial high-throughput assay, cell-free, RapidFire MS. Q8C6L5. recombinant mouse cGAS, cGAMP by RapidFire MS. inhibition, % at 12.5 µM. 130,000 compounds, 0.18% hits;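 active means inhibition of cGAS enzyme activity at or above 60%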;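 further: enzyme stimulated by 45 bp dsDNA with ATP and GTP substrates; cGAMP share of summed cGAMP plus half ATP and half GTP signals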
Target sequence (Q8C6L5 whole entry, looked up): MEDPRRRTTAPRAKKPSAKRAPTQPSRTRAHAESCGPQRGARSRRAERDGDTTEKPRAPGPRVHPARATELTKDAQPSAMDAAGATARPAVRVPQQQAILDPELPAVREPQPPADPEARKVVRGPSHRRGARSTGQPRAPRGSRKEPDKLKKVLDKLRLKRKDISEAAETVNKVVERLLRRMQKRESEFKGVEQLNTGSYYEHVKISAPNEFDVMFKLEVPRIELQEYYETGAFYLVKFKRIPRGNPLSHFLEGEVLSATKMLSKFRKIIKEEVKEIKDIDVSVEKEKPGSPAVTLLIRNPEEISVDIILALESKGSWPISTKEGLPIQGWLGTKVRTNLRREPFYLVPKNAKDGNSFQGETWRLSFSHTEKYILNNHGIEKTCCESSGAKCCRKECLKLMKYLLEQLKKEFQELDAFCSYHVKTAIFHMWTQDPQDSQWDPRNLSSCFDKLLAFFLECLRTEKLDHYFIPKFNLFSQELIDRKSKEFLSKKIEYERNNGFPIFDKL
Numbers without * were called inactive; & = joins results of further samples. This is a subset, so the mix of outcomes need not match the whole.

SMILES	mcGAS RapidFire
CC(=O)Nc1ccc(CN2c3ccccc3N3CCCC32)cc1 (stereo not given)	-17
Cc1nn(C)c(N2CCOCC2)c1CNCc1nncn1C	-5
CC(=O)OC[C@H]1O[C@@H](SC(=S)N(C)C)[C@H](OC(C)=O)[C@@H](OC(C)=O)[C@@H]1OC(C)=O	-6
COc1ccc(CC(=O)N2CCOC(COCc3ccccc3F)C2)c(OC)c1OC (stereo not given)	-4
O=C(NCc1ccc(-n2cncn2)cc1)c1coc2c1C(=O)CCC2	-11
O=C(c1ccc(Cc2ccccc2)o1)N1CCN(c2nc(-c3ccccc3)ns2)CC1	10
C=CCn1c(=N)n(CCOc2ccccc2Cl)c2ccccc21	19
COc1cccc(CN2CCN(Cc3cccc(SC)c3)CC2=O)c1	-6
Cc1ccc(OCCCN2C(=O)NC(C)(C)C2=O)c(I)c1	1
O=C(O)c1[nH]ncc1CN1CC[C@@]2(O)CCCC[C@H]2C1	-7
CS(=O)(=O)N1CCC2(CC1)NCCc1[nH]cnc12	2
CCc1nn(-c2ccccc2)c(NC(=O)C2=CC(=O)CC(C)(C)O2)c1C	-8
Nc1n[nH]c(=S)n1-c1ccccc1	-1
CCc1cnc2c(c1NCCCO)c(=O)n(C)c(=O)n2C	-3
COc1cccc(CNC(=O)c2cc(C)c(F)cc2F)n1	-4
Cc1ccn2c(=O)cc(Cn3cnc4ccccc43)nc2c1	-11
Cc1ccc(-c2n[nH]c(-c3ccncc3)n2)cc1	-7
CC(=O)C1=C(c2ccc(Cl)cc2)N(C(C)=O)n2c(nnc2-c2ccc(C)cc2)S1	-3
CC1CC(C)(C)CC2(C1)NC(=O)N(CC(=O)NNC(=O)c1cc3c(s1)CCCC3)C2=O (stereo not given)	-14
O=C(Nc1cccnc1Cl)NC(CCO)c1cccs1 (stereo not given)	-5
Cc1cc(C(=O)Cn2cc([N+](=O)[O-])ccc2=O)c(C)n1CC1CCCO1 (stereo not given)	-8
CN(CCc1ccccn1)c1ncccc1CNc1cnc2ccccc2n1	-12
COc1ccc2cc(CN(C)C(=O)CCl)ccc2c1	6
CC(C)c1ccc(C2c3cc4c(cc3OC(=N)C2C#N)OCO4)cc1 (stereo not given)	-19
COc1ccc(C)cc1NC(=O)CNC(=O)c1cc2n(n1)CCCN(C)C2	-5

Compounds shown so far with a furan ring, fused or not (two):
SMILES	mcGAS RapidFire
O=C(NCc1ccc(-n2cncn2)cc1)c1coc2c1C(=O)CCC2	-11
O=C(c1ccc(Cc2ccccc2)o1)N1CCN(c2nc(-c3ccccc3)ns2)CC1	10

Continuation.
SMILES	mcGAS RapidFire
CN(CCCC(=O)O)C(=O)C1CCCC1	0
O=C(Nc1n[nH]c(C(F)(F)F)n1)C1CCN(C(=O)c2ccoc2)CC1	4
CCC1CN(C(=O)c2ccc(O)cc2)CCC(=O)N1Cc1ccccc1 (stereo not given)	-4
Cc1cc(C)c(C(N)=O)c(Oc2ccc(Br)cc2)n1	0
COc1cccc(CN2CCNC(=O)C2CC(=O)NCC(F)(F)F)c1OC (stereo not given)	12
CCc1ccc(-c2nc(CSc3nc(=O)[nH]c(C)c3C(C)=O)cs2)cc1	-2
Cc1noc(C)c1CSCC(=O)NNC(=O)CC12CC3CC(CC(C3)C1)C2	-12
Cc1cc(C)nc(SC(C)C(=O)N(C)Cc2c(C)noc2C)n1 (stereo not given)	-33
Cc1cc(C)n(CCCN(C)C(=O)[C@H]2CCCO2)n1	-9
COc1ccc(Cl)c2c1N(C(=O)c1ccc(=O)n(C)c1)CCC2	-6
CCc1nc(C)c(C(=O)NCc2cc3c(O)n(CC)cc3nc2OC)o1	7
COCC(=O)Nc1c(C)nc2sc(C)c(C)n2c1=O	-8
O=C(c1ccsc1)N1CCCC1c1ncc(-c2cccc(C(F)(F)F)c2)[nH]1 (stereo not given)	-6
CN(C)CCN(C)C(=O)CC1(C)N=C(c2ccccc2)N(C)O1 (stereo not given)	-10
O=C(c1cccc(-c2ccco2)c1)N1CCc2c([nH]c3ccccc23)C1c1ccccn1 (stereo not given)	-1
CN1C[C@@H](NC(=O)C2CCCC2)C[C@H]1C(=O)NCc1cn2c(n1)SCC2	-17
OCC1(CCCc2ccccc2)CCN(C2CCOCC2)CC1	-5
COC(=O)c1ccc(N2C(=O)CSC2c2c(F)cccc2Cl)cc1 (stereo not given)	-9
CCOC(=O)c1nn(-c2ccc(F)cc2)c(=O)cc1N1CCCCC1	-5
Cc1nnc(-c2cccc(NC(=O)C3CCCCN3C(=O)c3ccco3)c2)s1 (stereo not given)	-7
CC1CC(C)CN(C(=O)C(C)Sc2nnc(N)s2)C1 (stereo not given)	-3
Cc1cc(NC(=O)Cn2cnc3c(nnn3-c3ccccc3)c2=O)no1	6
CC(C)c1nccc(C(=O)NCc2cccnc2Oc2ccccc2)n1	-24
O=C(NCCn1ccnc1)c1n[nH]c(C2CC2)c1Cl	-4
O=C(CCNS(=O)(=O)c1ccc(F)c(F)c1)NC1CCCCCCC1	4

3 entries from above, set out differently:
Cc1cc(NC(=O)Cn2cnc3c(nnn3-c3ccccc3)c2=O)no1
  mcGAS RapidFire = 6
CN(CCCC(=O)O)C(=O)C1CCCC1
  mcGAS RapidFire = 0
O=C(Nc1n[nH]c(C(F)(F)F)n1)C1CCN(C(=O)c2ccoc2)CC1
  mcGAS RapidFire = 4

Next results follow.
SMILES	mcGAS RapidFire
CN(CCc1ccccn1)C1CCCN(C(=O)c2ccc(=O)[nH]c2)C1 (stereo not given)	-24
O=C(Nc1ccccc1N1CCOCC1)c1cccc(N2CCCC2=O)c1	-9
CN(CCCN1C(=O)c2ccccc2C1=O)Cc1cccn1C	-5
CCCC(O)(CCC)C(=O)NN(C(=O)CN1CCCC1)c1ccccc1	-6
CS(=O)(=O)N1CCC(C(=O)Nc2nc3c(s2)Cc2ccccc2-3)CC1	-1
COc1ccccc1CC(=O)N1CCC2(CC1)CNC(=O)C2	-36
CCCCS(=O)(=O)Nc1ccc2c(c1)CCC2	-14
Cn1ccnc1C(NC(=O)Cn1cnc2sccc2c1=O)c1ccccc1 (stereo not given)	-2
O=C(NNc1ncccn1)c1sccc1-c1ccccc1	4
CCn1cnnc1CN(C)C(=O)c1ccc(OCC(=O)N2CCCCC2)cc1	-19
Cc1nc2ccc(C(=O)N3CCN(Cc4cn(C)c(=O)n(C)c4=O)CC3)cc2nc1C	-2
Cc1cc(O)c(C(c2ccncc2)N2CCN(CCO)CC2)c(=O)n1Cc1ccccc1 (stereo not given)	-1
COCc1nc2ncc3c(=O)n(N)ccc3n2n1	-11
CN1C(=O)C=C(Nc2ccc(C(=O)O)cc2)C1=O	-8
C=CCn1c(SC(C)c2nc3sc(C)c(C)c3c(=O)[nH]2)nnc1C1CCCCC1 (stereo not given)	-2
CC(C(=O)O)S(=O)(=O)C1CCOCC1 (stereo not given)	-6
CCCn1nccc1C(=O)Nc1c(C)cnn1C(CC)CC	-11
O=C(CN1CCN(C/C=C/c2ccccc2)CC1)NCc1ccc2c(c1)OCO2	-7
CNCc1cc(-c2ccc(S(C)(=O)=O)cc2)ccc1OC	-5
COc1cc(-n2ccc3c(cnc4nc(SC)nn43)c2=O)cc(OC)c1OC	-5
Cc1ccc(S(=O)(=O)N2CCN(C(=O)c3ccco3)CC2)cc1C	-4
CC(C)NS(=O)(=O)c1ccc(Br)c(C(=O)OCc2ccc(Br)cc2)c1	-5
CN(CC1Cc2ccccc2O1)c1ccc(-c2nc(C3CC3)no2)cn1 (stereo not given)	-3
CC1CCCC1OCC(O)CNC(C)(C)C (stereo not given)	-12
CCSc1nnc2c(n1)OC1(CCCC1)Nc1ccccc1-2	9
O=C1CCC(C(=O)N(Cc2cccs2)C2(C(=O)NC3CCCC3)CCCCC2)N1 (stereo not given)	3
NC(=O)c1ccc(/C=C/C(=O)N2CCCC2C(=O)O)cc1 (stereo not given)	-2
Cn1nnc2c(SCC(=O)NCc3ccc(F)cc3)ncnc21	-6
CC(C)Cn1c(CCNC(=O)C2CCCCC2)nc2ccccc21	-5
O=C(CSc1nnc(C2CC2)n1C1CC1)c1cc(Cl)sc1Cl	-3
O=C1CCC(N2C(=O)c3ccccc3C2=O)C(=O)N1 (stereo not given)	-18&-7
Cc1ccc2cc(CCNC(=S)NC3CCCCC3)c(=O)[nH]c2c1	4
CCCCC1CCC(C(=O)Nn2cnc3c(cnn3C(C)(C)C)c2=O)CC1 (stereo not given)	-4
COCC(C)n1c(=S)nnc2c3ccccc3[nH]c21 (stereo not given)	-8&-6
c1ccc(NC2CCCN(C3CCOCC3)C2)cc1 (stereo not given)	-3
CCc1cc(C(=O)N2Cc3cnc(C(C)(C)C)nc3C2)ccn1	-15
CCc1ccc(-c2nc(SCc3nccn3CC)n[nH]2)cc1	-7
CC1(C)OC(=O)C(=C2CCCCCN2)C(=O)O1	8
Cc1nnsc1C(=O)N1CCCC(C(=O)Nc2cccc(-c3ccc(F)cc3)c2)C1 (stereo not given)	-8
Cn1cc(C=C2N=C(c3ccc(F)cc3)OC2=O)cn1	0
COC(=O)C1=C(C)Nc2nc(SCC(C)C)[nH]c(=O)c2C1c1cccs1 (stereo not given)	-1
O=C(O)c1cccnc1CN(Cc1ccsc1)C1CC1	-8
Cc1nc(NC(N)=NS(=O)(=O)c2ccccc2)nc2ccccc12	1
O=C(COc1ccc(Cl)cc1Cl)Nc1nnc(SCC(=O)Nc2ccccc2F)s1	1
CC(C(=O)Nc1cc(C(F)(F)F)cc(C(F)(F)F)c1)S(C)(=O)=O (stereo not given)	0
Cc1cc(F)ccc1NC(=O)Cc1csc(C(C)C)n1	-19
Cc1cccc2c(=O)[nH]c(/C(Cl)=C/c3ccccc3)nc12	-3
CC(C)c1nc(CN(C)C(=O)c2cc3ccccc3s2)no1	-7
COc1ccc(Cc2nc3ccc(C(=O)N(C)Cc4nccn4C)cc3o2)cc1	-7
CN1CCN2c3ncccc3Cc3ccccc3C2C1 (stereo not given)	-3

Remaining list, next part.
SMILES	mcGAS RapidFire
CCCCn1c(CN(CC)Cc2ccc(OCC)c(OC)c2)nc2cc(S(N)(=O)=O)ccc21	2
CC1CN(C(=O)CN2CCN(C(=O)OC(C)(C)C)C(C)C2)CCO1 (stereo not given)	-12
CCN1CCN(C(c2ccncc2)c2c(O)cc(C)n(Cc3ccc(OC)cc3)c2=O)CC1 (stereo not given)	-6
Nc1nc(-c2c[nH]c3ccccc23)c(-c2ccccc2)s1	5
CC(C)(C)c1cc(CNC(=O)c2cccc(Cn3cccn3)c2)[nH]n1	-12
N#CC1=C(N2CCCCC2)c2cc3c(n2C1=O)CCCC3	-29
NC(=O)CCN1CCC(c2ccc(F)c(F)c2)CC1	-5&2
O=C(C1CCOCC1)N1CCC2(CCCN(CCc3ccccc3)C2)C1 (stereo not given)	-7
CNC(=O)CCN(C)C(=O)c1ccc(C(C)=O)s1	-12
CCC(=O)N(c1nnc(SCC(=O)c2c(N)n(C3CC3)c(=O)[nH]c2=O)s1)C1CC1	-11
Cc1cc(CN2CCCC2)cc(Oc2ccc(C(N)=O)cn2)c1	-30
CCN(CCn1cccn1)Cc1nc(-c2ccc3c(c2)OCO3)no1	-5&-3
Cc1nn(Cc2ccccc2F)c(=O)c2c1cnn2-c1ccccc1	-7
O=C(O)C(Sc1ncccc1Nc1ccc([N+](=O)[O-])cn1)c1ccccc1 (stereo not given)	-13
CN(Cc1ccc(N2CCOCC2)cc1)C(=O)Nc1cccc([N+](=O)[O-])c1	-7
CCN(CC)C(=O)[C@@H]1C[C@@H](N)CN1C(=O)Cc1ccc2nc(C)[nH]c2c1	-15
C=CCn1nc(C(=O)O)c2c1CCC(N(C)Cc1nonc1C)C2 (stereo not given)	36
CCC(C)(NCCC(=O)N1CCOCC1)c1nc(C)cs1 (stereo not given)	5
O=C(NCC(O)c1ccc(Cl)s1)c1ccc(F)cc1 (stereo not given)	4
Cc1cc[n+](C(C)C(=O)c2ccc(Cl)cc2)cc1 (stereo not given)	1
Cc1nn(C)c(Cl)c1CN1CCCC(CCNS(C)(=O)=O)C1 (stereo not given)	5
CCOC(=O)C1(Cc2cccc(Cl)c2)CCCN(S(=O)(=O)CC)C1 (stereo not given)	-10&-3
Cc1ccc(OCCN2CCC2(C)C(=O)Nc2ccc3c(c2)OCO3)cc1 (stereo not given)	-1
COc1ccc(C(=O)C(Cc2ccccc2O)OC)cc1 (stereo not given)	-12
COc1ccc(C2=NN(Cc3ccccc3)C3C(=O)NC(=O)C23)cc1 (stereo not given)	-6
CCOC(=O)c1cccc2c1-c1ccccc1/C2=N/O	-16
CC(=O)Oc1c(C)nc2c3ccccc3ncn12	4
O=c1c2ccccc2cnn1CCNC1CCC2(CCNCC2)CC1	-9
COc1cncc(-c2ccc(-c3ccn[nH]3)cc2)c1	-28
O=C1CC(C(F)(F)F)N(C(=O)CN2CCN(c3ccc(O)cc3)CC2)c2ccccc2N1 (stereo not given)	-1
Cc1ccc(-c2ccnc(NCC(C)N3CCN(C)CC3)n2)c(C)n1 (stereo not given)	-6
COc1cc(CNC(=O)c2ccc(Br)o2)cc(OC)c1OC	-8
C=CCNc1nc(C(=O)O)cs1	-7
Cn1nc2c(c1NC(=O)c1cccc(N3C(=O)CCC3=O)c1)CCC2	-6
CC1CCc2c(sc(NS(=O)(=O)c3cccc(C(F)(F)F)c3)c2C(N)=O)C1 (stereo not given)	5
